DAX1 inh-1 = DAX1 (NR0B1) inhibitors, primary screen, cell-based, HEK293, Gal4-DAX1, luciferase luminescence; inhibition, % at 6.75 µM; AID 504766, 2011; HEK293 Gal4-DAX1 luciferase reporter; actives 0.99% (n = 340,000);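 active = inhibition above the mean over all tested compounds plus 3 SD, cut at about 4.2% in these data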;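 also: 0% = DAX1-transfected cells with DMSO and 100% = empty-vector control cells with DMSO; inhibition shows as a rise in luminescence from relieved DAX1 repression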
GAA850 FXN act = FXN promoter activators, primary screen, cell-based, luciferase luminescence, HEK293 lucGAA850. HEK293 lucGAA850 FXN promoter luciferase reporter, 24 h; percent of 10 µM SAHA response. activation, % at 6 µM. actives 0.56% (n = 360,000). AID 540364, 2011;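 active = activation above the average of all compounds screened plus 3 SD, cutoff fixed separately per campaign, cut at about 7.5% in these data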;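 also: 0% = DMSO wells and 100% = 10 µM SAHA wells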
PLC-beta3 inh = human PLC-beta3 inhibitors, primary screen, biochemical, fluorescence | 1-phosphatidylinositol 4,5-bisphosphate phosphodiesterase beta-3 (Homo sapiens), Q01970 | inhibition, % at 12.2 µM | Purified PLC-beta3, fluorogenic substrate | actives 0.18% (n = 370,000); in the data active = inhibition above about 11%;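 also: 0% = median of compound wells on plate and 100% = full blocker control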
sPLA2-III inh = human group III sPLA2 inhibitors, primary screen, biochemical, QFRET, BODIPY PC-A2 liposome substrate; actives 0.56% (n = 370,000); QFRET BODIPY PC-A2 liposome hydrolysis, fluorescence; Group 3 secretory phospholipase A2 (Homo sapiens), Q9NZ20; inhibition, % at 12.2 µM;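 active = inhibition above mean plus 3 SD of compounds lying within the high and low control bounds, cut at about 19% in these data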;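 also: 0% = median of test compound wells and 100% = no enzyme DMSO wells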
Target sequence (Q9NZ20 whole entry, looked up): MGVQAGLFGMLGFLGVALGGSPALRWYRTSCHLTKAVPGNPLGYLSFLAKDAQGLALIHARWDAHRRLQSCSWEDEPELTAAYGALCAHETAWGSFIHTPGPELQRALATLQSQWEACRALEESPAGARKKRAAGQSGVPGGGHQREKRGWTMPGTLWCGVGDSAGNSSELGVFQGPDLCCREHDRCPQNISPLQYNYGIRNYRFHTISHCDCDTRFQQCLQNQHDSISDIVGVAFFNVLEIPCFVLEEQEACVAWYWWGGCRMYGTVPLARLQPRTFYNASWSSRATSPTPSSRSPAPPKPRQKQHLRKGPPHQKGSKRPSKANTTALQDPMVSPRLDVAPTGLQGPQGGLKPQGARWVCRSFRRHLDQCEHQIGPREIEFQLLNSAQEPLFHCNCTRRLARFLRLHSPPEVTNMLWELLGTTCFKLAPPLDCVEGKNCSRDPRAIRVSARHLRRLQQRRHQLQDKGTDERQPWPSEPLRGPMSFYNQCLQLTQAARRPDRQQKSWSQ
hgDAF12 agonist = H. glycines DAF-12 receptor agonists, primary screen, cell-based, luminescence, HEK293, GAL4 fusion, UAS-luciferase; HEK293 GAL4-hgDAF12 UAS-luciferase reporter, agonist luminescence; normalized to butyrate control; activation, % at 6.8 µM; actives 1.8% (n = 370,000); AID 687014, 2013;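 active = activation above a cutoff set at the mean of all screened compounds plus 3 SD, cut at about 10% in these data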;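 also: 0% = DMSO wells and 100% = sodium butyrate wells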
DAX1 inh-2 = DAX1 (NR0B1) inhibitors on StAR promoter, primary screen, cell-based, luminescence, SF-1 (NR5A1), full-length DAX-1; HEK293T StAR-luciferase reporter, SF-1/DAX-1 repression relief; inhibition, % at 6.8 µM; actives 1.1% (n = 370,000); AID 652010, 2013;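 active = inhibition above the mean over all tested compounds plus 3 SD, cut at about 3.6% in these data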;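 also: 0% = DAX-1 cells with DMSO and 100% = cells lacking DAX-1 with DMSO; higher inhibition means more luminescence from relief of DAX-1 repression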
ADAM10 inh = human ADAM10 inhibitors, primary screen, biochemical, QFRET, HTS. Disintegrin and metalloproteinase domain-containing protein 10 (Homo sapiens), O14672. recombinant ADAM10, EDANS/DABCYL FRET peptide cleavage, 3 h. inhibition, % at 7 µM. actives 0.62% (n = 370,000). AID 720582, 2013;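 active = inhibition above a per-campaign cutoff equal to the mean of compounds falling between control-based bounds plus 3 SD, cut at about 20% in these data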;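 also: 0% = DMSO wells while the 100% control is not disclosed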
Target sequence (O14672 214-748 limits assumed): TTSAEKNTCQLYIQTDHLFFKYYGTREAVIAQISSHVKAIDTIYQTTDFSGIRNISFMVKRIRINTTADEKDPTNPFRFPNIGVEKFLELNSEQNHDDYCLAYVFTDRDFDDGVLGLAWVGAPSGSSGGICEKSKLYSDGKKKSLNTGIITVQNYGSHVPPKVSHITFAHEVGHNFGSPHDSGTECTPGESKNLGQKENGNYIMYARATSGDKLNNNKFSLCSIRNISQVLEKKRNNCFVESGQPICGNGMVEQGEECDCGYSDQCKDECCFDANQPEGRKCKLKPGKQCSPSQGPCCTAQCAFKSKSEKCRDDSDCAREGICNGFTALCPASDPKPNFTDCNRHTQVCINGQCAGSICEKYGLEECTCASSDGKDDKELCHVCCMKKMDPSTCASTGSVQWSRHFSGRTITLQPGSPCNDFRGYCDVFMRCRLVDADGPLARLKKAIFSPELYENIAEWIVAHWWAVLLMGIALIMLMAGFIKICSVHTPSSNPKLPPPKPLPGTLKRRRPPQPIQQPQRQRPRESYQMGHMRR
PLCg1 inh = PLC-gamma1 enzyme inhibitors, primary screen, biochemical, fluorescence, purified enzyme | 1-phosphatidylinositol 4,5-bisphosphate phosphodiesterase gamma-1 (Homo sapiens), P19174 | fluorogenic substrate | inhibition, % at 12.2 µM | actives 0.84% (n = 370,000) | AID 720700, 2013; in the data active = inhibition above about 9.5%
ADAM17 inh = ADAM17 inhibitors, primary screen, biochemical, QFRET; Disintegrin and metalloproteinase domain-containing protein 17 (Homo sapiens), P78536; recombinant ADAM17, EDANS/DABCYL FRET peptide cleavage; inhibition, % at 6.95 µM; actives 0.83% (n = 370,000); AID 720648, 2013;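 active = inhibition above the mean of compounds lying between control limits plus 3 SD, set per campaign, cut at about 8.5% in these data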;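 also: 0% = DMSO-only wells as the low control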
ssDAF12 agonist = S. stercoralis DAF-12 nuclear receptor activators, primary screen, cell-based, luminescence, HEK293, GRIP1 co-expression, lit1-tk-luc; actives 1% (n = 370,000); Nuclear hormone receptor DAF-12 (Strongyloides stercoralis); activation, % at 6.8 µM; HEK293 ssDAF-12/GRIP1 lit1-tk-luc reporter; % of 3 µM dafachronic acid response;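 active = activation above the mean over all tested compounds plus 3 SD, cut at about 0.9% in these data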;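 also: 0% = DMSO-only wells and 100% = 3 µM delta7-dafachronic acid wells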
hcDAF-12 act = H. contortus DAF-12 nuclear receptor activators, primary screen, cell-based, luminescence, HEK293, lit1-tk-luc reporter. HEK293 hcDAF-12 lit1-tk-luc reporter; 0% DMSO, 100% Δ7-dafachronic acid. activation, % at 6.8 µM. actives 1.4% (n = 370,000). AID 652067, 2013;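 active = activation above the mean of all tested compounds plus 3 SD, cut at about 5.5% in these data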;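 also: 100% = response to 3 µM Δ7-dafachronic acid high control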
Starred values were filed as active, the others as inactive; i = inactive; x = not tested or not shown.

Below each SMILES: DAX1 inh-1	GAA850 FXN act	PLC-beta3 inh	sPLA2-III inh	hgDAF12 agonist	DAX1 inh-2	ADAM10 inh	PLCg1 inh	ADAM17 inh	ssDAF12 agonist	hcDAF-12 act
COC(=O)c1ccc(NC(=O)c2ccc3nc(C)sc3c2)cc1
    -2.2	3.5	-6.4	16.8	3.8	0.0	-1.1	3.2	-5.3	-1.0	-1.5
Brc1ccc(OCCN2CCOCC2)cc1
    -0.6	0.8	-2.7	0.9	1.3	0.7	-5.0	5.2	-0.1	-1.7	-0.3
CC(=O)Oc1c(I)cc(I)cc1C(=O)Nc1ccc(Cl)cc1
    0.9	-1.0	-8.3	-1.8	-1.7	-0.5	0.8	-1.3	-1.4	-0.4	-0.2
CCOC(=O)NC(=O)c1cn(Nc2ccccc2C(F)(F)F)c(=O)[nH]c1=O
    -0.4	-1.5	0.8	-1.7	-3.1	0.0	0.7	1.9	-4.4	-1.4	-0.4
CN(CCC#N)S(=O)(=O)c1cc2c3c(c1)CCN3C(=O)CC2
    0.1	0.7	-5.0	7.9	-0.3	0.3	-2.6	-0.6	-2.4	-0.3	1.2
CC1CCN(C(=O)CSc2nnc(Cc3cccn3C)n2CCc2ccccc2)CC1
    -0.1	0.1	-27.5	-25.8	1.4	-0.7	-13.4	-23.8	-3.0	-0.6	0.2
CCOC(=O)c1cc(C)sc1/N=C/C1=C(O)CCCC1=O
    -1.2	0.7	-4.8	2.5	-0.6	0.2	-5.9	-3.5	-1.9	-0.9	-1.0
CCC/C(C#Cc1cc(OC)cc(OC)c1)=C1/c2ccccc2C(=O)N1c1ccccc1
    -1.9	-6.0	-8.2	-7.3	-1.9	-0.1	3.5	-8.6	2.5	-1.3	-2.2
O=C(COC(=O)c1ccccc1C(=O)N1CCN(c2ccc(F)cc2)CC1)NCc1ccccc1
    -2.0	-0.4	1.0	-6.4	-2.0	-1.4	1.3	1.4	-1.7	-1.5	-1.7
COc1cccc(NC(=O)CN(C)C(=O)c2ccc(NC3CC3)c([N+](=O)[O-])c2)c1
    -1.0	2.0	-7.5	6.2	-2.4	-0.8	-0.7	3.5	-4.8	-1.7	-0.5
Cc1ccc(C)c(OCCC(=O)OCC(=O)Nc2cc(S(=O)(=O)N3CCCCC3)ccc2C)c1
    0.6	0.0	-2.8	-33.9	0.1	-0.1	25.3*	1.2	10.6*	-1.8	1.9
O=c1cc(NCCc2ccccc2)c2ccccc2o1
    -0.3	2.4	0.7	6.1	5.0	-0.2	-10.5	5.8	-4.5	-2.1	-1.6
CCCOc1ccc(CNC(=O)Cn2ncc3ccccc32)cc1
    1.0	2.5	-9.5	-5.6	4.7	0.1	3.5	-1.2	-2.9	-0.3	1.7
CCCCC(NC(=O)c1ccc(Cl)cc1)C(=O)O (stereo not given)
    -0.7	2.4	6.8	4.4	-1.3	0.1	1.5	1.9	0.0	-0.7	-0.5
C=CCn1c(SCc2ccc(C#N)cc2)nnc1-c1cccc(OC)c1
    -0.7	2.5	2.8	-6.0	-0.9	-1.0	2.1	-0.9	-0.2	-1.6	-1.7
CCOP(=O)(OCC)c1nc(-c2cccc3ccccc23)oc1N1CCCCC1
    -2.3	0.6	i	-7.4	-2.7	-0.8	i	i	i	-2.2	-1.6
CCC(Sc1nc(C)cc(C)n1)C(=O)Nc1ccc(S(N)(=O)=O)cc1 (stereo not given)
    0.8	3.7	-6.9	7.1	-2.7	-0.4	-12.2	1.8	-3.7	-1.7	-2.0
O=C(N1CCOCC1)C12OC3CC(CC(C3)O1)O2
    x	x	1.9	11.5	-0.2	0.2	-11.9	-0.2	-4.1	-0.7	1.2
CCCCN1CC[C@H]2C=CC[C@@H](C(=O)Nc3ccccc3)[C@H]2C1=O
    -1.0	-0.3	3.4	-1.3	-0.1	-0.1	-2.1	0.3	-1.9	-1.3	-1.9
Cc1ccc(C2c3c(oc4ccccc4c3=O)C(=O)N2c2nnc(C(C)C)s2)o1 (stereo not given)
    0.4	-1.3	-35.4	-8.6	4.2	0.4	-96.4	-27.9	-23.9	-0.7	-2.4
Cc1cc(C(F)(F)F)nn1CC(=O)N1CCCC1
    -0.1	-0.2	-0.2	5.2	1.4	1.3	7.7	2.5	0.5	-1.4	0.0
CCOc1cc(C(=O)N(CC)CC(=O)Nc2ccc3c(c2)OCCO3)ccc1OC
    -0.2	-2.8	-2.5	5.3	0.7	-1.8	-9.3	-2.9	-0.2	-1.6	-1.6
CCOC(=O)C1CCN(Cc2ccc(-c3ccccc3)cc2)CC1
    0.5	0.5	-2.8	-3.4	1.5	0.2	3.1	1.1	3.0	-0.7	-0.5
O=C(NNC(=O)c1cc2cc3ccccc3nc2s1)c1ccc(F)cc1
    -0.6	-0.7	-31.5	-10.3	0.9	0.3	-11.7	-21.0	-7.8	-1.3	-1.3
O=C(CN1CCCCC1)N/N=C/c1ccc(Cl)cc1
    0.3	2.2	-4.6	1.7	0.5	0.9	2.7	4.6	2.2	-1.8	-0.1
CCOC(=O)N1CCC(Nc2nc3ccccc3nc2NS(=O)(=O)c2ccc(Cl)cc2)CC1
    1.7	2.5	-38.7	2.0	8.9	2.3	-16.9	-24.1	-3.7	0.2	8.2*
C=CCNc1oc(-c2ccco2)nc1S(=O)(=O)c1ccccc1
    0.1	-0.9	-17.4	-0.8	-1.4	0.2	-3.0	-7.4	-2.0	-0.8	-0.8
Cc1ccc(CC(=O)Nc2ccc(C(=O)N3CCCCC3)cc2)cc1
    -0.2	0.6	-8.1	-5.4	-1.5	1.1	-1.2	0.3	-0.5	-0.7	0.5
Cc1noc(NS(=O)(=O)c2ccc(NC(=O)CS(=O)(=O)c3ccccc3)cc2)c1C
    -0.4	-2.0	-1.5	-15.3	-0.1	-0.4	-0.9	-1.3	-3.6	-1.3	-0.3
CCCn1c(Nc2ccc(Cl)cc2)nc2ccccc21
    -0.4	0.1	-0.1	0.2	0.2	0.6	-0.6	3.3	3.5	-1.9	-1.8
O=C(Nn1c(Cc2cccs2)nc2ccccc2c1=O)c1cccs1
    1.2	-1.9	-0.6	-4.5	1.5	-0.9	-2.1	-2.2	-2.4	-1.8	-1.6
Cc1ccc(C(=O)NNC(=O)c2cccc3ccccc23)cc1
    -1.0	3.1	-1.8	-10.3	3.7	0.6	-5.5	0.5	-4.4	-0.7	1.1
CNC(=O)CN(C)S(=O)(=O)c1ccc(F)cc1
    0.8	0.9	4.1	3.0	1.6	-0.3	-1.8	0.7	-0.1	-1.6	0.0
COc1ccc(N2CC(C)Cn3c2nc2c3c(=O)n(Cc3ccccc3F)c(=O)n2C)c(OC)c1 (stereo not given)
    -0.5	0.3	2.0	4.5	-3.4	-0.8	13.5	-1.7	3.8	-2.2	-1.7
CCOC(=O)C1CCN(C(=O)c2c(-c3c(Cl)cccc3Cl)noc2C)CC1
    -0.2	0.5	-0.1	-2.9	0.1	-0.9	4.8	-1.6	-5.0	-1.2	1.8
COc1cccc(C(=O)OCC(=O)c2c[nH]c3ccccc23)c1OC
    3.2	3.7	-3.3	-15.6	4.4	0.7	-3.6	-3.3	-5.2	0.3	4.2
COC(=O)c1ccc(NC(=O)c2ccccc2N(C)S(C)(=O)=O)cc1
    3.0	3.4	0.3	3.9	2.1	-0.3	-4.5	1.0	-7.2	-0.9	0.2
COc1ccccc1Cn1c(=O)c2ccccc2n2c(SCC(=O)N3CCCCC3)nnc12
    -0.6	1.8	4.9	-4.2	0.9	-0.1	-0.8	1.2	-1.0	-1.5	-1.8
CCC(CC)NC(=O)CSc1ccc(S(=O)(=O)N2CCCCC2)cn1
    -0.7	-0.5	-5.2	2.5	-0.6	0.8	-5.5	3.8	-1.8	-1.2	1.0
O=C(Nc1cccnc1)C1CCC(CNS(=O)(=O)c2cccc3nsnc23)CC1 (stereo not given)
    0.6	1.4	-7.7	-0.4	0.8	0.4	7.7	0.3	-0.5	-0.7	-0.8
COc1ccc(S(=O)(=O)N2N=C(c3cccc(NS(C)(=O)=O)c3)CC2c2ccco2)cc1 (stereo not given)
    -0.8	2.3	-9.9	-24.1	-2.4	-0.6	3.2	-2.8	-2.2	-1.5	-2.4
COc1cc(C(=O)Nc2nnc(-c3sccc3C)s2)cc(OC)c1OC
    0.2	-0.3	-17.1	-5.5	-0.7	-0.8	-5.6	-9.8	-5.5	-1.1	-1.7
CCOCCCNC(=O)N[C@@H](C)C(=O)OC
    1.6	-2.9	-1.5	1.8	-0.4	-0.9	-2.0	-2.3	-6.2	-1.5	-0.4
O=C(NC1CCC1)c1ccc(C#Cc2cccc(F)c2)cn1
    x	x	-3.4	1.5	-1.9	-0.6	-15.5	0.7	-1.7	-1.0	-2.9
Cn1c(SCC(=O)N/N=C/c2cc([N+](=O)[O-])ccc2O)nnc1-c1ccccc1
    1.1	1.3	-9.2	-0.9	-1.4	-0.1	-0.1	-0.5	-1.8	-1.0	-0.6
CCCCN(CC)CCNC(=O)CN(C)S(=O)(=O)c1ccc2c(c1)c(=O)n(C)c(=O)n2C
    0.4	-1.2	1.1	3.0	1.1	-0.2	-10.5	-0.9	-1.3	-0.5	-1.6
COc1ccccc1OCC(=O)Nc1ccc(S(=O)(=O)Nc2nc(C)cc(C)n2)cc1
    -1.9	-2.5	-0.7	-10.5	0.1	0.9	-4.8	1.8	-1.2	-1.5	1.9
CCOC(=O)[C@]12CCCC=C1N(Cc1cccc3ccccc13)C(=O)[C@H](CC(=O)N1CCOCC1)C2
    x	x	-8.4	-4.0	1.3	-1.6	-24.9	2.1	4.6	-1.0	-0.3
COc1ccc2[nH]c(C(=O)NCc3ccc4c(c3)OCO4)cc2c1
    x	-1.1	-110.5	10.2	-3.2	-0.2	-142.6	-70.3	-58.2	-1.1	-0.4
C=CCOC(=O)c1ccc(-n2cncn2)nc1
    0.7	0.8	1.6	1.2	0.4	-0.8	2.9	-0.9	-3.7	-1.3	-1.3
COc1ccc(Cl)cc1NC(=O)CCS(=O)(=O)c1ccc(Br)cc1
    -0.6	-0.6	0.3	-11.4	0.0	-0.5	3.4	3.4	-1.2	-0.6	-1.4

From PubChem
